Compound activity: PubChem BioAssay, National Center for Advancing Translational Sciences (NCATS)
GLP1R inv ag: GLP-1 receptor (human) inverse agonism; HEK293 GLP-1R CRE-luciferase, luminescence, 24 h; GLP-1R form is constitutively active; AID 624417; hit rate 1.6% among 410,000; P43220; Potency, µM (titrated, usually from 38.3 µM), inactives show at the highest dose activity change, negative = inhibition, usual class: inhibitors; note: potency is the fitted concentration of half-maximal effect; % is set by controls: 0 for no effect and ±100 for the full control effect; nearly all actives have a fitted effect of over 55% in size
Target sequence (P43220 whole entry, looked up): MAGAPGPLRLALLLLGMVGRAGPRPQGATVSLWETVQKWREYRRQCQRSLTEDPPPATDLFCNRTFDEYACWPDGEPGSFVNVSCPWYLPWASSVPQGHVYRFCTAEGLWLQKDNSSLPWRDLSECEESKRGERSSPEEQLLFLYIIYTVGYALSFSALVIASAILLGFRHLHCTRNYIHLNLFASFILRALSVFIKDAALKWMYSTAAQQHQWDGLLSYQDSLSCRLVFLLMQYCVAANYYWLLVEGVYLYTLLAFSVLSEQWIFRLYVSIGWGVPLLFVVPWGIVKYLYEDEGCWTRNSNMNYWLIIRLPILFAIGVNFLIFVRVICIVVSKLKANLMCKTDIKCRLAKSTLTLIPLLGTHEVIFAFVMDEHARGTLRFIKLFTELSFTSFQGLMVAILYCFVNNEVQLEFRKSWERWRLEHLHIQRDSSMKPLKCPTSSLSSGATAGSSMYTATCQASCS
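Constitutively active GLP-1R drives a cAMP-responsive luciferase in stably transfected HEK293 cells; test compounds are added after overnight (12 h) attachment and left 24 hr, and signal loss in luminescence marks inhibition.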
FUS yeast rescue: rescues growth of FUS-expressing yeast; Potency, µM (series often up to 76.6 µM), for the others: top-dose growth rescue (activation), usual class: activators; S. cerevisiae FUS-expressing, growth rescue, OD600, 24 h; hit rate 0.24% among 390,000; AID 1347120;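 note: potency is the fitted concentration of half-maximal effect; plate controls were DMSO vehicle for no effect and reference control for full effect; nearly all actives have a fitted effect of over 55% in size; some results filed as inactive show a strong effect at the top dose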
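Restored growth of FUS-toxic S. cerevisiae, read as 600 nm absorbance after 24 h at 30C in galactose medium (starting OD 0.005). Controls CP55940 and DMSO.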
Abeta rescue: restores growth of yeast expressing A-beta42 peptide | yeast expressing A-beta42, growth rescue, OD600, 48 h; response scale: 0% DMSO, 100% iron-clioquinol control | Potency, µM (titrated, usually from 46.1 µM), without a hit: top-dose growth rescue, usual class: activators | hit rate 0.063% among 410,000 | AID 1347071; note: potency is the fitted concentration of half-maximal effect; nearly all actives have a fitted effect of over 55% in size
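Yeast A-beta toxicity model in growth medium with pinned compounds, 48 h at 30 C; growth read as absorbance at 600 nm. Normalized to FeCl3/clioquinol equimolar mix (positive) and DMSO (negative).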
aSyn yeast inh: inhibitors of alpha-synuclein toxicity in yeast | Yeast expressing alpha-synuclein, growth rescue, BacTiter-Glo, 24 h | Potency, µM (titrated, usually from 46.1 µM), without a hit: at the highest dose growth rescue (activation), hits mostly activators | hit rate 0.14% among 370,000 | AID 652106; note: potency is the fitted concentration of half-maximal effect; % of control where 0% means no effect; nearly all actives have a fitted effect of over 65% in size
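Readout is rescue of growth in alpha-synuclein-expressing yeast, so inhibitors of toxicity appear as activators. Growth after 24 hr at 30 deg C in galactose medium is quantified by luminescence.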
PTHR1 agonist: agonists of human PTHR1 parathyroid hormone receptor; Q03431; HEK293 GP2 PTHR1 cells, GloSensor cAMP luminescence, 1 h; Potency, µM (top dose mostly 115 µM), for inactives: at the top dose activation, actives largely listed as activators; hit rate 0.075% among 410,000; AID 743266; note: potency is the fitted concentration of half-maximal effect; nearly all actives have a fitted effect of over 55% in size; some results filed as inactive show a strong effect at the top dose; inactives centre near -15; many of its hits are not listed in these tables
Target sequence (Q03431 whole entry, looked up): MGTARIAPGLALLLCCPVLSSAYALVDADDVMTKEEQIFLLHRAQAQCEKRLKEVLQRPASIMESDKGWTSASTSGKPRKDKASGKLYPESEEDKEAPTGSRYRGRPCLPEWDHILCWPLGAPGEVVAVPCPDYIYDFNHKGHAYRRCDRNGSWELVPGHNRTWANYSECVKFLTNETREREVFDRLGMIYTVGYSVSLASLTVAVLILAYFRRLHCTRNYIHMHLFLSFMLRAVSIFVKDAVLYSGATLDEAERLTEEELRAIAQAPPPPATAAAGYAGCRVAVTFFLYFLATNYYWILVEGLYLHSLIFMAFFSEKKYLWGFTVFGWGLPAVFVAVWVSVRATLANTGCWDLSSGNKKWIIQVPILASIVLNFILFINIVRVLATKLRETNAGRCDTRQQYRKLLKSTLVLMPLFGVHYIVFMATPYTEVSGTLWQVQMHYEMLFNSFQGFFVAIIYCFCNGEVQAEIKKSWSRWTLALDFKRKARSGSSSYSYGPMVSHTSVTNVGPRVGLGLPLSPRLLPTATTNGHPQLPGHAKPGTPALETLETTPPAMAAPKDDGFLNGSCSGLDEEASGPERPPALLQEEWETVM
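HEK-293-derived GP2 cells expressing PTHR1 and a GloSensor cAMP reporter, 3,000/well, plated overnight, given luciferin plus IBMX (each 0.5 mM as added) for 1 h at 37 °C, then compound for 1 h at 37 °C. Luminescence was read after 15 min at room temperature.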
TDP-43 yeast inh: rescues yeast growth from TDP-43 toxicity; TDP-43 expressing yeast growth rescue, BacTiter-Glo, 24 h; Potency, µM (titrated, usually from 46.1 µM), without a hit: at the top dose growth rescue (activation), most hits filed as activators; hit rate 1.8% among 410,000; AID 652104; note: potency is the fitted concentration of half-maximal effect; % of control where 0% means no effect; nearly all actives have a fitted effect of over 50% in size
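Yeast cells expressing TDP-43 under galactose induction are exposed to compounds for 24 hr at 30 deg C. BacTiter-Glo luminescence measures growth, so protective compounds score as activators.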
MmCpn inh: inhibitors of Methanococcus maripaludis chaperonin (MmCpn). purified Mm-Cpn ATPase, ADP Transcreener TR-FRET. Potency, µM (top dose mostly 76.9 µM), inactives show at the highest dose activity, negative = inhibition, most hits filed as inhibitors. hit rate 0.031% among 330,000; note: potency is the fitted concentration of half-maximal effect; % is set by controls: 0 for no effect and ±100 for the full control effect; nearly all actives have a fitted effect of over 80% in size
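Compound-treated chaperonin, 25 nM final, turns over 10 uM ATP at 37°C for 30 min following a 10 min preincubation; ADP generated competes with ADP-d2 for Eu-cryptate antibody, lowering FRET.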
GLP1R cytotox: cytotoxicity in counter-screen for GLP-1R inverse agonists; HEK293 cAMP-luciferase reporter cells, luminescence, 24 h; AID 624418; hit rate 0.13% among 410,000; Potency, µM (titrated, usually from 38.3 µM), without a hit: top-dose activity change, negative = inhibition, usual class: inhibitors;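 note: loss of luciferase light is scored as toxicity; potency is the fitted concentration of half-maximal effect; % is set by controls: 0 for no effect and ±100 for the full control effect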
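Here, cytotoxicity is scored as loss of luminescence. The MLSMR collection was tested on cells seeded in medium containing 10% Nu serum, with a 24 hr compound exposure preceded by 12 hours of culture.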
Akt phos inh: Akt phosphorylation inhibition; Neuro2A IGF-stimulated pAkt S473 HTRF, 20 min; hits give low values; activity change, % for hits at 50 µM; hit rate 0.32% among 360,000; AID 651550; in the data active = activity change below about -80%; inconclusive = mostly about -51% to -80%; note: % is set by controls: 0 for no effect and ±100 for the full control effect
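Single-point screen (50 µM final compound) in Neuro2A cells stimulated 20 min with 6 nM IGF at 37 deg C. After lysis, Ser473-phosphorylated Akt read by HTRF (ex 330 nm, em 615/665 nm) as the 665/615 ratio.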
Active calls of the source: *; i = inactive; ? = inconclusive; / = not tested or not shown; & = joins results of further samples; [ ] = another dose, or the depositor's remark. Unless noted, calls come from the whole dose curve; as a rule, active = well fitted curve in the direction sought with a large enough effect; inconclusive = small, poorly fitted or top-dose-only effect, or another doubt; inactive = no such curve, though single readings can be large; an effect the other way counts as inactive or inconclusive.

Compound,PTHR1 agonist,GLP1R cytotox,aSyn yeast inh,GLP1R inv ag,MmCpn inh,TDP-43 yeast inh,FUS yeast rescue,Akt phos inh,Abeta rescue
CCC(C)(C)NC(=O)C(c1ccc(C)cc1)N(Cc1ccco1)C(=O)Cn1nnc2ccccc21 (stereo not given),26%[57.5 µM],-14%,1%,-15%,0%,18%,8%,i,4%
CCCn1nc(NC(=O)c2cccs2)c2cc3ccccc3nc21,-7%,188%[activator],2%,-29%,-2%,17%,11%,i,11%
CC1(C(=O)O)CCCN(C(=O)c2cc3ccccc3s2)C1 (stereo not given),-28%,0%,-2%,5%,/,?,-13%,i,-15%
CC(C)C(=O)Nc1cccc(C(=O)Nc2nnc(C(C)C)s2)c1,-13%[57.5 µM],-8%,-2%,0%,0%,3%,4%,i,4%
CCN(Cc1nc2ccccc2c(=O)[nH]1)C(=O)c1ccc(C)c(NC(=O)c2ccco2)c1,i,?,-4%,-27%,0%,8%,1%,i,-10%
COc1ccc(CNC(=O)N2CCN(C(=O)c3ccccc3)CC2)cc1,i,0%,-5%,-11%,4%,-15%,7%,i,-14%
C[C@H](CO)N1C[C@H](C)[C@@H](CN(C)Cc2ccc3c(c2)OCO3)Oc2c(NC(=O)C3CC3)cccc2C1=O,-30%[inhibitor],7%,-4%,28%,i,1%,0%,i,10%
Cc1cc(=O)n2c3ccccc3n(CC(O)CN3CCN(CCO)CC3)c2c1C#N (stereo not given),i,-7%,0%,27%,-1%,/,26%,i,6%
COc1ccc(S(=O)(=O)CCC(=O)N(C)c2ccc(OC)cc2OC)cc1,4%[57.5 µM],-12%,-1%,0%,-1%,-20%,13%,i,?
Cn1cc(-c2ccc3c(c2)OCO3)c2ccccc21,-10%,8%,2%,1%,/,25µM*,18%,i,7%
CCC(C)(C)NC(=O)C(c1ccc(OC)cc1)N(C(=O)CCC(=O)Nc1cc(C)on1)c1ccc(OC)c(OC)c1 (stereo not given),i,10%,4%,7%,-1%,17%,38%,i,4%
COc1ccc(OCCCCn2c(C3CC(=O)N(c4cccc(Cl)c4)C3)nc3ccccc32)cc1 (stereo not given),-19%,1%,/,10µM*,/,4%,?,/,-13%
CC(NC(=O)CNC(=O)c1ccco1)c1ccccc1 (stereo not given),i,0%,0%,13%,0%,11%,-19%,i,-4%
CC(=O)N1CCN(C(=O)C(Cc2ccccc2)NC(=O)c2ccccc2)CC1 (stereo not given),i,0%,3%,-1%,-2%,-5%,-15%,i,6%
O=C(OCc1ccccn1)c1ccc(COc2ccc3ccccc3c2)o1,-44%[inhibitor],-18%,3%,?,0%,?,39%,i,1%
COc1ccc(-c2cc(C)no2)cc1S(=O)(=O)N(C)Cc1ccco1,-44%[inhibitor],0%,19%,0%,0%,14%,18%,i,/
Cc1ccc(N(CC(=O)NCc2ccc3c(c2)OCO3)S(C)(=O)=O)cc1,i,-1%,-1%,-1%,2%,-12%,9%,i,-5%
O=C(CCc1nnc2n(Cc3ccc(F)cc3)c(=O)c3ccccc3n12)NCCN1CCOCC1,-3%,1%,1%,17%,1%,-9%,-7%,i,30%
CSc1ncc(C(=O)Nc2ccc(C)cc2C)c(C)n1,0%,-6%,2%,10%,-1%,-23%,39%,i,-14%
C[C@H](N=C1NS(=O)(=O)c2ccccc21)C(=O)OCc1cc([N+](=O)[O-])cc2c1OCOC2,-23%,8%,-6%,6%,1%,-17%,12%,i,-7%
O=c1c2sccc2n(Cc2cc(=O)n3cc(Cl)ccc3n2)c(=O)n1-c1ccccc1,-28%,-4%,/,23%,/,-2%,10%,/,-2%
O=C1OCCN1N=Cc1ccco1,-5%,-6%,0%,2%,/,-12%,-4%,i,0%
Oc1[nH]c2ccccc2c1/C=N/N1CCCCC1,-9%,-8%,-2%,12%,0%,23%,/,i,-5%
CC(Cl)C(=O)Nc1ncc(C(F)(F)F)cc1Cl (stereo not given),-9%,8%,-4%,6%,1%,-15%,5%,i,14%
O=C(NNS(=O)(=O)c1ccccc1)c1ccc(O)cc1,-2%,0%,-1%,-5%,2%,-4%,/,i,0%
C/C(CC(=O)Nc1cc(Cl)ccc1Cl)=N\NC(=O)COc1cccc(C)c1,-10%,-2%,-2%,?,0%,-4%,12%,i,0%
COc1ccc(NC(=O)C2Cc3ccccc3C(=O)O2)cc1 (stereo not given),-58%[inhibitor],2%,7%,2%,-2%,30%,-3%,i,-3%
COc1ccc(OCCN(C)CC(=O)Nc2ccccc2SC)cc1,-4%,8%,6%,-17%,1%,19%,-21%,i,1%
CC(=O)N1c2ccccc2C2(C)C(C1(C)C)C2(Cl)Cl (stereo not given),-22%,17%,1%,-20%,-24%,8%[9.22 µM],19%,i,3%
COc1ccc(CC(=O)Nc2c(C(N)=O)oc3ccccc23)cc1OC,i,-15%,6%,1%,3%,-5%,25%,i,-1%
CCOc1ccc(/C=N/NC(=O)Nc2ccccc2)cc1,-8%,-5%,0%,-10%,1%,26%[9.22 µM],-8%,i,3%
O=C(NCc1ccccn1)[C@@H]1CCCN1C(=O)[C@@H]1CCCN1C(=O)c1cccs1,-22%,-1%,-25%,26%,/,20%,-18%,i,-9%
Cc1cc(C)nc(N2CCCC(C(=O)Nc3nc4ccc(S(C)(=O)=O)cc4s3)C2)n1 (stereo not given),i,-7%,-10%,-10%,-1%,-36%[inhibitor],39%,/,-9%
OCC[C@H]1C[C@H](O)[C@@H](O)[C@]2(CCCCO2)O1,-24%,-29%,0%,-21%,/,12%,-26%,i,-2%
CCOC(=O)CN1C=C(c2ccc3ccccc3n2)C(C[N+](=O)[O-])c2ccccc21 (stereo not given),-6%[57.5 µM],58%[activator],8%,11%,-5%,-8%,?,i,-7%
COc1ccccc1CNC(=O)C[C@@H]1CC[C@H]2[C@@H](COC[C@H](O)CN2Cc2ccccc2)O1,-1%,-5%,-3%,-3%,/,?,-3%,i,11%
CC[C@@H]1Cc2cc(O)ccc2C2=C1c1ccc(O)cc1C[C@H]2CC,-54%[inhibitor],-32%,-42%&-9%[inhibitor],?,-2%,-94%[inhibitor],11%,i,-70%[inhibitor]
CCN(C(=O)COC(=O)C(C)(C)Oc1ccc(Cl)cc1)c1c(N)n(Cc2ccccc2)c(=O)[nH]c1=O,-1%,-6%,2%,-6%,/,3%,/,i,-31%
Cc1ccc2nc(C)c(C(=O)N/N=C/c3ccco3)cc2c1,i,-1%,-7%,0%,-2%,2%,/,i,6%
COc1ccc(NC(=O)C2=CC(c3ccc4c(c3)OCO4)=NS(=O)(=O)N2C)cc1,-28%,-7%,/,1%,/,3%,4%,/,-1%
O=C(Cn1c(=O)sc2ccccc21)Nc1ccc(S(=O)(=O)N2CCCCC2)cc1,i,-21%,1%,?,1%,-2%,?,i,5%
O=C(CC[C@H]1O[C@@H](n2cnc3c(NC(=O)c4ccccc4)ncnc32)[C@H](O)[C@@H]1O)NCC(F)(F)F,-14%,-5%,-4%,27%,/,5%,-16%,i,-21%
O=C(NC(=S)NCCc1ccccn1)c1ccccc1,-6%,-8%,-11%,-3%,1%,-15%,5%,i,11%
CCOC(=O)c1ccc(NC(=O)C2Cc3ccccc3CN2S(=O)(=O)c2ccc(Cl)cc2)cc1 (stereo not given),i,-7%,/,?,/,17%,-16%,/,-7%
CCCCNC(=O)Nc1ccccc1C(=O)NCCC,-2%[57.5 µM],-26%,6%,0%,-1%,-12%,-14%,i,14%
S=c1nc2[nH]c3ccccc3c2n[nH]1,-3%,5%,-11%,28%,/,-1%,11%,i,13%
C[C@H](CO)N1C[C@H](C)[C@@H](CN(C)C(=O)NC2CCCCC2)Oc2ccc(NC(=O)CCC(F)(F)F)cc2C1=O,-5%,6%,0%,-4%,1%,2%,6%,i,6%
Cc1cccc(N2CCN(C(=O)N3CCOCC3)CC2)c1C,-70%[inhibitor],-4%,0%,?,-5%,?,-10%,i,5%
O=C(CSCc1ccccc1)N/N=C/c1ccc(OCC(=O)N2CCCCC2)cc1,-22%,8%,-2%,-11%,2%,18%,/,i,-7%
Cc1ccccc1OC(C)C(=O)N1CCN(c2ccccn2)CC1 (stereo not given),-3%,4%,-6%,?,1%,2%,-9%,i,10%
CC(=O)Nc1ccc(NS(=O)(=O)c2cc(Br)cc3c2N(C(=O)C2CC2)CC3)cc1,-9%,0%,/,2%,/,2%,-22%,/,1%
O=C(CSCc1nc2ccccc2[nH]1)Nc1ccccc1,i,6%,-1%,1%,2%,15%,/,i,18%
CCc1cccc2c(C(=O)COC(=O)c3cnc(C)cn3)c[nH]c12,-14%,0%,-6%,13%,1%,23%,/,i,-17%
O=C(CCS(=O)(=O)c1ccccc1)N(Cc1cccnc1)c1nc2ccc(Cl)cc2s1,-16%,-2%,/,7%,/,13%,-15%,/,2%
Cc1cc(SCC(=O)N/N=C/c2ccc(O)cc2O)nc2ccccc12,-31%,-15%,25%,-17%,0%,7%,?,i,-2%
C[C@@H]1Cc2c(O)c(O)cc(O)c2C(=O)O1,-6%,3%,-1%,5%,2%,1%,-15%,i,-21%

These rows are one share of the data (hit frequency here may not be typical).
